rTrxR1 inhibitor: rat TrxR1 inhibition; actives 1% (n = 390,000); AID 588453; Potency, µM (top dose mostly 114 µM), for inactives: at the highest dose activity change, negative = inhibition, most hits filed as inhibitors; recombinant rTrxR1, NADPH fluorescence consumption, selenite substrate; O89049; further: on the % scale 0 is the no-effect control and ±100 the full control effect; nearly all actives have a fitted effect of over 65% in size
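Rat TrxR1 (90 nM in the dispensed reagent) was pre-reduced with 400 uM NADPH for 5 min at room temperature, then incubated with compound for 15 min. After 400 uM selenite was added, NADPH fluorescence (Ex 340/Em 450 nm) was followed for 8 min.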
Vif-A3F inh: Vif-A3F binding inhibition. HeLa A3F-eYFP + Vif (tagged APOBEC3F with the HIV-1 protein that degrades it), YFP fluorescence increase. Potency, µM (series often up to 46.1 µM), for inactives: at the highest dose activity, negative = active. actives 0.2% (n = 390,000). AID 602313; further: % of control where 0% means no effect; nearly all actives have a fitted effect of over 65% in size
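HeLa cells stably expressing Vif plus C-terminally eYFP-tagged A3F were seeded, incubated overnight at 37 deg C, dosed with compound, incubated overnight again at 37 deg C. Yellow fluorescence (Ex 488/Em 500-530) reported blocked Vif-mediated A3F-eYFP degradation.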
RGS4 inhibitor: human RGS4 inhibition | Transcreener GDP fluorescence polarization, RGS4-accelerated GTP hydrolysis | P49798 | Potency, µM (highest dose often 114 µM), for the others: at the highest dose activity change, negative = inhibition, most hits filed as inhibitors | actives 0.039% (n = 390,000); further: on the % scale 0 is the no-effect control and ±100 the full control effect; nearly all actives have a fitted effect of over 75% in size; some results filed as inactive show a strong effect at the top dose
Target sequence (P49798 whole entry, looked up): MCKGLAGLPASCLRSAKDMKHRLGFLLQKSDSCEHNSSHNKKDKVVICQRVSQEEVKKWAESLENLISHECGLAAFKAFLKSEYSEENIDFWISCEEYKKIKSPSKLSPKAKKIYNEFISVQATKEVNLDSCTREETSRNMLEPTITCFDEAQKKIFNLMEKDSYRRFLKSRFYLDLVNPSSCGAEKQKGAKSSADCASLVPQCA
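MLSMR compounds (23 nl, pin-transferred) preincubated 10 min at room temperature with a 500nM (2x) first reagent, then RGS4 at 900nM (2x) plus Transcreener GDP mix added; fluorescence polarization (620/688 nm) read before and after 90 min at 30 °C.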
RXFP1 ag: agonists of human relaxin receptor RXFP1; Q9HBX9; HEK293T-RXFP1 cAMP TR-FRET, 30 min; response scale: percent of porcine relaxin response, buffer zero; Potency, µM (titrated, usually from 57.5 µM), without a hit: at the highest dose activation, most hits filed as activators; actives 0.3% (n = 370,000); AID 2676; further: on the % scale 0 is the no-effect control and ±100 the full control effect; nearly all actives have a fitted effect of over 60% in size; many of its hits are not listed in these tables
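cAMP rise read by TR-FRET after 30 min, 37C compound exposure (up to 58 uM) in RXFP1-transfected HEK293 cells with Ro 20174 present. EC50 from Hill-equation fits, with 29 nM porcine relaxin as 100% and buffer as basal.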
mIDH1 inhibitor: human IDH1 R132H inhibition | O75874 | IDH1-R132H enzyme, NADPH consumption, diaphorase/resazurin fluorescence | Potency, µM (titrated, usually from 76.6 µM), without a hit: at the top dose activity change, negative = inhibition, usual class: inhibitors | actives 0.093% (n = 390,000) | AID 602179; further: on the % scale 0 is the no-effect control and ±100 the full control effect; nearly all actives have a fitted effect of over 65% in size
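IDH1-R132H (0.5 ug/mL dispensed) in pH 7.5 Tris buffer was preincubated 30 min with compound, then given a substrate mix of 0.016 mM NADPH and 2 mM alpha-KG for 80 min at room temperature; remaining NADPH was read by diaphorase/resazurin fluorescence.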
12-LOX inh: blocks human arachidonate 12S-lipoxygenase. Potency, µM (top dose mostly 108 µM), for inactives: at the highest dose activity change, negative = inhibition, hits mostly inhibitors. actives 1.1% (n = 580,000). P18054. AID 1671190. purified 12hLO, xylenol orange hydroperoxide absorbance; further: on the % scale 0 is the no-effect control and ±100 the full control effect
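Purified human 12hLO at 150 nM in 25 mM Hepes, 0.01% Triton X-100, pH 7.0, preincubated 15 min at room temperature with compound. Reaction started with 40 uM arachidonic acid, 30 min at room temperature. Hydroperoxide measured by Fe-xylenol orange, 573/405 nm absorbance ratio.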
Vif-A3G inh: inhibitors of Vif-APOBEC3G interaction. actives 0.076% (n = 410,000). HeLa A3G-eYFP + Vif (tagged APOBEC3G with the HIV-1 protein that degrades it), YFP fluorescence, overnight. Q9HC16. Potency, µM (titrated, usually from 46.1 µM), without a hit: top-dose activity, negative = active, actives largely listed as inhibitors. AID 602310;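 further: on the % scale 0 is the no-effect control and ±100 the full control effect; nearly all actives have a fitted effect of over 60% in size; hits raise eYFP signal because A3G escapes Vif-driven loss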
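Read-out is eYFP fluorescence (Ex 488/Em 500-530) from Vif-expressing HeLa A3G-eYFP cells; more signal means A3G escaped Vif-mediated degradation. Cells plated overnight, compound pinned in, incubated overnight at 37 deg C.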
USP1-UAF1 inh: blocks the human USP1/UAF1 deubiquitinase complex; recombinant USP1/UAF1, Ub-Rhodamine cleavage fluorescence; Potency, µM (titrated, usually from 57.1 µM), for inactives: at the highest dose activity change, negative = inhibition, hits mostly inhibitors; actives 0.23% (n = 390,000); AID 743255; further: on the % scale 0 is the no-effect control and ±100 the full control effect; nearly all actives have a fitted effect of over 60% in size; inactives centre near -12
Target sequence (O94782 whole entry, looked up): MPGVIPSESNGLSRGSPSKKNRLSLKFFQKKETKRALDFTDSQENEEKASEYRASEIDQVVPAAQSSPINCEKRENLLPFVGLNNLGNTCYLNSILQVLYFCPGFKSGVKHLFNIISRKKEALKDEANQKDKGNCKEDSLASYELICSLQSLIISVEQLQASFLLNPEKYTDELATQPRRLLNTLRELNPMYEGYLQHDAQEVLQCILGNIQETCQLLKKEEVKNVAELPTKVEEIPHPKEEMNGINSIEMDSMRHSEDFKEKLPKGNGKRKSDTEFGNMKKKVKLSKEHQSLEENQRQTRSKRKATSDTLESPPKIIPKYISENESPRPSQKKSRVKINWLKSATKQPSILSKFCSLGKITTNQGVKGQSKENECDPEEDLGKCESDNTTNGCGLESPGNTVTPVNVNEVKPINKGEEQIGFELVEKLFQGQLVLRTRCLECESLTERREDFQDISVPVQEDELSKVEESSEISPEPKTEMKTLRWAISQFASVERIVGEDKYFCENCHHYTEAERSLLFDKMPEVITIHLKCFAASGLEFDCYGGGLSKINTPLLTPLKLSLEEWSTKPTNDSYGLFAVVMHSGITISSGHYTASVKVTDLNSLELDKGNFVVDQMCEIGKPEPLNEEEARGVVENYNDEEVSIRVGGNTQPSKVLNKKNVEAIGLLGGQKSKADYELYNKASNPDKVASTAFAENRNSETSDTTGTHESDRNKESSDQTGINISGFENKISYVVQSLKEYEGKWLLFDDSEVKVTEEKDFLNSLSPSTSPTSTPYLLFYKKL
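1 nM enzyme complex + cpd, 15 min RT; start with Ub-Rho 150nM final; kinetic fluorescence ex 480/em 540, 6 reads q60 s. Buffer 50mM HEPES pH 7.8, 0.5mM EDTA, 0.1 mg/ml BSA, 1mM TCEP, 0.01% Tween-20.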
TrxR1 substrate: substrates of rat thioredoxin reductase 1; O89049; purified TrxR1 substrate turnover, NADPH consumption readout; AID 588456; Potency, µM (titrated, usually from 114 µM), for inactives: at the highest dose activity change, negative = substrate turnover; actives 0.01% (n = 390,000); further: on the % scale 0 is the no-effect control and ±100 the full control effect; nearly all actives have a fitted effect of over 50% in size
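Rat TrxR1, dispensed at 90 nM, was prereduced with 400 uM NADPH (final) for 5 min at ~22 deg C, then incubated with compound 15 min before 400 uM selenite. A first-read NADPH fluorescence drop versus no-compound background flagged substrates.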
Active calls of the source: *; ? = inconclusive; . = not tested or not shown; & = joins results of further samples; [ ] = remark or other dose. The call rests on the fitted dose curve; in most records, active means well fitted curve in the direction sought with a large enough effect; inconclusive means small, poorly fitted or top-dose-only effect, or another doubt; inactive means no such curve, though single readings can be large; an effect the other way counts as inactive or inconclusive. Potency means the concentration at half of the fitted maximal effect.

mol | rTrxR1 inhibitor | Vif-A3F inh | RGS4 inhibitor | RXFP1 ag | mIDH1 inhibitor | 12-LOX inh | Vif-A3G inh | USP1-UAF1 inh | TrxR1 substrate
Cc1ccc(-c2nc(=O)[nH]c3ccc(Br)cc23)cc1 | 4.6%[57.1 µM] | 8.1% | -5.4% | 5.8% | 0.6% | 0.0% | -3.6% | -32.1% | 12.6%
COc1ccc(S(=O)(=O)Nc2ccc3c(c2)CC(=O)N([C@@H](C)CO)C[C@@H](C)[C@@H](CN(C)Cc2ccccc2)O3)cc1 | 2.8% | 0.7% | -1.9% | . | -6.7% | -15.8% | 1.5% | -17.6% | -5.7%
COc1ccc(S(=O)(=O)N2CCCC(C(=O)NCc3cccnc3)C2)cc1C (stereo not given) | . | -2.1% | . | . | 8.7% | -3.1% | 2.1% | -25.5% | .
COc1ccc(NC(=O)COC(=O)[C@@H]2CCCN2C(=O)c2cccs2)c(OC)c1 | -5.0% | -0.2% | 1.8% | -2.4% | 1.6% | -5.8% | -4.0% | -2.4% | -4.1%
O=S(=O)(Cc1ccc(Cl)cc1Cl)c1ccc(Cl)cc1 | 0.1% | -8.7% | -17.5% | . | 12.2% | -8.9% | ? | -22.3% | -0.9%
OCCOCCNc1ncnc2sc(-c3ccccc3)cc12 | -23.0% | 8.4% | -47.5% | 8.9% | 11.9% | -1.2% | -0.4% | -18.1% | 42.5%[activator]
Cc1cc(C)c(C(=O)COC(=O)[C@H](C)Nc2ccc(C(F)(F)F)cc2[N+](=O)[O-])c(C)c1 | 17.9% | 7.0% | -1.4% | 2.4% | 5.1% | 0.0% | -0.4% | -14.4% | -1.5%
CCOc1ccc(NC(=O)Nc2ccc3nccnc3c2)cc1 | 1.5%[57.1 µM] | 0.6% | -9.9%[11.4 µM] | 5.9% | -0.3% | 57.5%[activator] | -23.4% | -7.1% | -6.0%
O=C(Nc1ccc(F)cc1)Nc1nnc(COc2ccccc2F)s1 | 15.1%[57.1 µM] | ? | -12.2% | -1.0% | 3.9% | -0.4% | -3.8% | -19.1% | 7.2%
Cc1sc2ncnc(SCC(=O)NC(=O)c3cccn3C)c2c1C | -5.4%[57.1 µM] | -13.8% | ? | ? | -5.2% | -13.8% | -7.2% | -14.2% | 9.1%[57.1 µM]
O=C(CCn1c(=S)oc2ccccc21)NC1CCCCCC1 | 13.8% | 0.6% | 1.6% | 3.1% | 3.7% | 0.8% | 0.5% | -19.3% | 4.7%
COc1cccc(-n2c(Cc3cc(=O)[nH]c(=O)[nH]3)nnc2SCc2cccnc2)c1 | 5.3% | -4.5% | -2.9% | -0.3% | 11.9% | -8.2% | 1.7% | -19.1% | 4.9%
COC(=O)C1=C(C)N(CC(C)C)C(=O)/C1=C\c1cccs1 | -15.2% | -29.5% | -9.0% | -0.2% | 7.4% | 259.5%[activator] | 0.5% | -21.2% | -14.9%
CCOc1cc2[nH]c(=S)n(CCCC(=O)NCc3ccco3)c(=O)c2cc1OCC | -14.1%[57.1 µM] | -0.5% | -1.3% | 1.4% | -3.9% | 11.1% | 1.7% | -21.3% | -0.5%[57.1 µM]
CCCCCc1ccc(OCCCC[n+]2ccccc2)c(CCCCC)c1 | 7.8%[57.1 µM] | 15.5% | -17.9% | -0.6% | 7.5% | . | -9.5% | -17.4% | -0.2%[57.1 µM]
CC(=O)c1cc(C)ccc1OC(=O)c1ccncc1 | -1.5% | 10.8% | -2.0% | -0.8% | 5.5% | 3.0% | -2.0% | -1.1% | -5.2%
CCCCCCSc1cc(-c2nc3cnccn3c2NCCCC)ccc1OC | -5.3% | 0.8% | -32.9% | . | 12.2% | . | -20.8% | ? | 1.2%
CN1CCN(NS(=O)(=O)c2cccs2)CC1 | -0.9% | 3.4% | ? | 0.0% | 3.3% | -0.1% | 0.9% | -14.5% | -10.2%
O=C(CCC(=O)Nc1ccc(F)cc1)N/N=C/c1cccnc1 | 8.9% | 12.7% | -3.7% | 1.2% | -5.2% | 21.0% | -0.1% | -14.7% | 0.9%
C=CCN1C(=O)C(O)(CC(=O)c2ccccc2)c2ccccc21 (stereo not given) | 20.3%[57.1 µM] | 3.9% | -14.9% | 0.1% | 6.1% | 0.0% | -0.5% | -16.6% | -4.5%
COCCn1cnc2c1c(=O)n(CC(=O)O)c(=O)n2Cc1ccccc1 | 17.4% | 0.2% | -4.8% | 2.3% | -5.9% | 0.0% | 0.9% | -10.6% | 1.5%
O=C(NNS(=O)(=O)c1ccccc1)c1cnn(-c2ccccc2)c1-n1cccc1 | -7.3% | -0.1% | 17.1% | -0.6% | -3.6% | 0.0% | 1.0% | -22.2% | -5.7%
COC(=O)c1sc2cccc(F)c2c1S(=O)(=O)N1CCN(c2cccc(C)c2)C(C)C1 (stereo not given) | 2.3%[57.1 µM] | 2.4% | -17.0% | -1.0% | 17.7% | -2.6%&-13.6% | -4.5% | -30.1% | -3.7%[57.1 µM]
COc1ccc(-n2ncc3c2CC(C)(C)CC3NC(=O)CCc2c(C)nn(C)c2C)cc1 (stereo not given) | 24.6% | -3.5% | 1.5% | 1.7% | -5.1% | 14.8% | 0.2% | -30.9% | 7.0%
COC(=O)c1cc(OC)c(OC)cc1NC(=S)N1CCCC1 | 8.1%[57.1 µM] | 1.0% | 9.2% | 1.6% | -1.0% | -14.6% | 2.3% | -12.2% | 5.6%[57.1 µM]
CC1CCN(c2ncnc3c2cnn3-c2ccccc2)CC1 | 12.0% | -1.6% | -5.9% | 1.7% | -4.3% | 8.5% | -1.2% | -3.8% | -1.3%
COc1ccc2cc(C(=O)NCc3ccc4c(c3)CCN4C(=O)c3ccc(F)cc3)[nH]c2c1 | -8.1%[57.1 µM] | 2.8% | 1.4% | 13.3% | -6.9% | -29.7% | -15.3% | -13.2% | -9.0%[57.1 µM]
Cc1ccc(C(=O)CSc2nnc(-c3ccccc3)n2-c2ccccc2)cc1 | 10.7% | -1.4% | -29.2% | 0.9% | 10.7% | -23.7% | 2.1% | ? | 5.7%
Cc1ccc(NC(=O)Cn2c(C)cc(C)c(C#N)c2=O)c(Cl)c1 | 9.7% | -2.5% | -0.1% | -0.2% | 5.6% | -4.3% | 0.5% | -7.8% | 9.1%
CC(c1nnc(SCC(=O)Nc2sccc2C#N)n1-c1ccc(Cl)cc1)N(C)C (stereo not given) | 22.2% | -4.8% | -13.5% | 0.0% | -4.0% | 11.3% | 1.2% | -10.3% | 10.7%

(listing goes on)
mol | rTrxR1 inhibitor | Vif-A3F inh | RGS4 inhibitor | RXFP1 ag | mIDH1 inhibitor | 12-LOX inh | Vif-A3G inh | USP1-UAF1 inh | TrxR1 substrate
CON(C)C(=O)CCC1CCCN1C(=O)OC(C)(C)C (stereo not given) | -17.7% | -3.6% | -3.1% | . | -4.8% | . | -3.6% | -21.7% | 8.2%
COc1ccc(-c2cc(OC(=O)c3ccccc3)c3c(C)oc(C)c3c(=O)c2)cc1OC | -21.1% | ? | -1.3% | -0.5% | -8.2% | ? | -4.0% | -16.7% | 3.2%
CC1=Nc2cc(C(=O)NCC3CCCO3)ccc2Sc2ccc(Br)cc21 (stereo not given) | -0.3% | -1.2% | 26.4% | 4.2% | -11.8% | -5.9% | ? | -15.3% | -6.8%
Fc1ccc(-n2nnc(-c3nccs3)n2)cc1 | -17.8% | 4.7% | 0.2% | 0.8% | -9.0% | 11.2µM* | 2.1% | -16.1% | 0.5%
C/C(=N/Nc1nc(-c2ccccc2)c(CC(=O)O)s1)c1ccccc1 | 5.62µM* | -28.0% | ? | 0.0% | -1.2% | ? | -14.2% | -11.3% | -3.7%
CCOc1ccc(-c2c(=O)n(O)c3ccccc3[n+]2[O-])cc1 | -11.1% | -5.0% | ? | 0.7% | -1.7% | 0.0% | 0.5% | -6.7% | -2.2%
COc1ccc(-c2cc(C(C)=O)c(C)n2CCC(=O)Nc2ccc(C)c(Cl)c2)cc1 | 9.0%[57.1 µM] | -0.6% | -5.3% | 0.9% | 6.5% | -24.3% | -1.0% | 9.4% | 4.2%[57.1 µM]
CCCCC(=O)NCCc1cc2ccc(OC)cc2[nH]c1=O | 14.4%[57.1 µM] | -3.7% | -4.4%[11.4 µM] | 0.2% | -2.7% | 5.5% | -0.4% | 2.9% | 10.7%[57.1 µM]
Cc1sc2ncnc(NCCCn3ccnc3)c2c1C | 4.1% | -8.9% | -14.1% | 7.5% | 6.5% | -1.4% | -0.6% | -16.2% | 2.8%
O=C(NC1CCCc2ccccc21)C1CCN(S(=O)(=O)c2cnc[nH]2)CC1 (stereo not given) | -14.1% | 4.1% | -13.9% | 2.3% | 4.9% | 11.7% | 3.2% | -9.7% | -10.2%
CC(O)Cn1nc([N+](=O)[O-])nc1N (stereo not given) | -17.3% | 14.5% | 16.5% | 0.8% | -1.3% | 15.5% | -3.6% | -22.9% | -7.2%

An excerpt; count on the stated rates, not on these rows.
